# Screening data: PubChem BioAssay, several laboratories
# Mdm2 ligase inh = MDM2-luciferase reporter signal enhancers, primary screen, MDM2 E3 ligase inhibitor project, cell-based, luminescence, 1536-well; E3 ubiquitin-protein ligase Mdm2 (Homo sapiens), Q00987; cell-based MDM2 ubiquitination luciferase reporter, 2 h; 0 = plate control, 100 = twice control, blank-subtracted; signal enhancement, % at 5 µM; 210,000 tested, 0.11% active;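 active means signal enhancement of 30% or more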;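 further: luminescence tracks abundance of the self-degrading MDM2-luciferase fusion protein; higher signal means inhibition of MDM2 E3 ligase activity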
#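 Timing – 2 h compound exposure at 37 °C · Assay system – mammalian cells stably expressing self-ubiquitinating, self-degrading MDM2 E3–luciferase fusion · Amount – 2000 cells seeded into each well · Measure – % luminescence enhancement versus blank-corrected plate control mean · Measured by – SteadyLite luminescence, 15 min reagent step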
# Runt-SMMHC FRET = inhibitors of RUNX1 Runt–CBFb-SMMHC binding, primary screen, biochemical, FRET, Cerulean-Runt, Venus-CBFb-SMMHC, uHTS; Runt-related transcription factor 1 (Homo sapiens) + Core-binding factor subunit beta …; AID 1434, 2008; 220,000 tested, 0.74% active; Cerulean-Runt/Venus-CBFb-SMMHC FRET ratio 530/480, 1 h; inhibition, % at 20 µM;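 active means mean inhibition across duplicate retests at 20 µM reaching about 50%, limit read from the data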;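 further: 0% = DMSO wells and 100% = wells with excess untagged CBFb-SMMHC; inhibitors lower the FRET ratio by blocking Runt binding to CBFb-SMMHC; some results filed as inactive read as strong as hits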
# Runt-CBFb FRET = inhibitors of RUNX1 Runt–CBFb binding, primary screen, biochemical, FRET, Cerulean-Runt, Venus-CBFb, uHTS; Runt-related transcription factor 1 (Homo sapiens) + Core-binding factor subunit beta …; Cerulean-Runt/Venus-CBFb FRET ratio 530/480, 1 h; inhibition, % at 20 µM; 220,000 tested, 0.46% active;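 active means inhibition over about 50% at 20 µM in the single-dose screen, limit read from the data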;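 further: 0% = DMSO wells and 100% = excess unlabeled CBFb competitor control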
#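 Measured by: fluorescence energy transfer, 422 nm excitation, 530/480 nm emission; test system: Cerulean-tagged RUNX1 Runt domain (FRET donor) fusion protein; buffer or medium: Tris pH 7.5 buffer with BSA; compound: one dose, 20 µM compound, 1% DMSO; times: two 1 h room-temperature incubations shielded from light; benchmarks: unlabeled CBFb 5 µM, positive control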
# Hck Nef HTS = inhibitors of Nef-activated human Hck kinase, primary screen, biochemical, Z-Lyte FRET, 384-well, Hck-YEEI; Tyrosine-protein kinase HCK (Homo sapiens), P08631; Recombinant Hck-YEEI plus Nef, Z-Lyte FRET kinase assay; inhibition, % at 20 µM; 220,000 tested, 0.68% active; AID 463187, 2010;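 active means Hck-Nef kinase inhibition above about 50%, limit read from the data; inactive means inhibition below that limit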;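 further: 0% = DMSO with Hck plus Nef and 100% = Hck alone without Nef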
# NPY Y1 blocker = NPY-Y1 receptor antagonists, primary screen, cell-based. Neuropeptide Y receptor type 1 (Homo sapiens), P25929. 200,000 tested, 1% active. HEK293-CNG Y1 cells, membrane potential fluorescence; NPY at EC95, then isoproterenol. AID 1040, 2008. inhibition, % at 3.6 µM;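 active means inhibition above the campaign mean inhibition of all tested compounds plus 3 SD, cut at about 20% in these data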;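 further: 0% = DMSO wells given NPY plus isoproterenol and 100% = isoproterenol alone without NPY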
# Target sequence (P25929 whole entry, looked up): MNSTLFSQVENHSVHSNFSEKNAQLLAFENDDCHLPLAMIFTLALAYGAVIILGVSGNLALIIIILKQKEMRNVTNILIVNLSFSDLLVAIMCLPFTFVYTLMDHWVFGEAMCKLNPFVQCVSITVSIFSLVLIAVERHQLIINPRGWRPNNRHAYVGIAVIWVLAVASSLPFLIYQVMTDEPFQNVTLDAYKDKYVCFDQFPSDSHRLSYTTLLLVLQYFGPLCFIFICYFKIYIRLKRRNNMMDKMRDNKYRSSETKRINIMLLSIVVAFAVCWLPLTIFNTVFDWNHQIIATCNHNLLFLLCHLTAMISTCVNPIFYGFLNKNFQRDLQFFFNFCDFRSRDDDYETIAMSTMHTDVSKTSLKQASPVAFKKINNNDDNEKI
#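 Test system: HEK293 cells co-expressing NPY Y1 receptor and cyclic-nucleotide gated channel; Also added: NPY (25 nM), isoproterenol (1 µM), Ro 20-1724 (25 µM); Compound dosing: one concentration, 3.6 µM, in 0.4% DMSO; Timing: dye 3 h, compound 60 min room temperature, stimulation 45 min; Technique: Membrane-potential fluorescent dye readout.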
# NPY2 pot ag = NPY-Y2 potentiators or agonists, primary screen, cell-based; cells expressing NPY-Y2, potentiator/agonist read-out; activation, % at 3.6 µM; 220,000 tested, 0.45% active; Neuropeptide Y receptor type 2 (Homo sapiens), P49146; in the data active means activation above about 27%;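 further: cells stimulated with NPY near EC25 plus isoproterenol at EC100; 0% = vehicle plus submaximal agonist and 100% = vehicle plus saturating agonist; some results beyond the cut were filed as inactive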
# Target sequence (P49146 whole entry, looked up): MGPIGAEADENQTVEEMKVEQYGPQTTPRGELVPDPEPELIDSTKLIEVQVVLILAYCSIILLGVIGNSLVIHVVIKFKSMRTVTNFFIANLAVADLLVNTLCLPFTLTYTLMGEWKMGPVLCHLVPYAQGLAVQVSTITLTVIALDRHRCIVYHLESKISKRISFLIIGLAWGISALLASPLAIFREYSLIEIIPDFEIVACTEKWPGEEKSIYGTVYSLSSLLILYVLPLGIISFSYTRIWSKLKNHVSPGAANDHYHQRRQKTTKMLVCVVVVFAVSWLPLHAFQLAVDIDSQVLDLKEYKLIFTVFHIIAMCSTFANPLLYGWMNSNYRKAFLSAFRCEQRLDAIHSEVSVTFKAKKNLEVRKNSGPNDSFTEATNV
# p97 inhibitor = inhibitors of human p97 ATPase, primary screen, biochemical | Transitional endoplasmic reticulum ATPase (Homo sapiens), P55072 | recombinant p97 ATPase, Kinase-Glo ATP luminescence, 3 h | inhibition, % at 8 µM | 220,000 tested, 0.42% active; in the data active means inhibition above about 15%;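 further: 0% = DMSO vehicle and 100% = wells lacking enzyme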
# NPY-Y1 PAM-ag = NPY-Y1 receptor potentiators or agonists, primary screen, cell-based; NPY-Y1 expressing cells, potentiator/agonist activation; Neuropeptide Y receptor type 1 (Homo sapiens), P25929; activation, % at 3.6 µM; 220,000 tested, 0.37% active; in the data active means activation above about 33%, passing the limit was not always enough;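 further: cells stimulated with NPY at EC10 then isoproterenol at EC100; 0% = low agonist plus stimulus and 100% = saturating agonist plus stimulus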
# RBBP9 inhibitor = human RBBP9 inhibitors, primary screen, biochemical, fluorescence polarization, FP-Rh probe, HTS; inhibition, % at 7.94 µM; 220,000 tested, 0.2% active; recombinant RBBP9; Serine hydrolase RBBP9 (Homo sapiens), O75884;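 active means inhibition above the campaign mean of all tested compounds plus 3 SD, cut at about 14% in these data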;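 further: plate controls were DMSO wells with RBBP9 for no effect and wells lacking RBBP9 protein for full effect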
# Target sequence (O75884 whole entry, looked up): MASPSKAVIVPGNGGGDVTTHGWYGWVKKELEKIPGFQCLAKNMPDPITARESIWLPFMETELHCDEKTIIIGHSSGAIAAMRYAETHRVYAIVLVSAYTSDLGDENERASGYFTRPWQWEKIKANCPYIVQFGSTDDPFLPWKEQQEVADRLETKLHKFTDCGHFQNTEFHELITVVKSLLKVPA
#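 system = RBBP9 protein | input = RBBP9 at 2.5 µM in dispensed solution, before mixing | measured by = fluorescence polarization (mP), excitation 525 nm, emission 598 nm | incubation = enzyme-compound preincubation 30 min, then probe labeling 45 min, 25 °C | buffer or medium = Tris-NaCl-Pluronic buffer, pH 8.0 | compound = single dose 7.94 µM | also added = FP-Rh probe, 375 nM dispensing solution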
# * = called active by the depositor; · = not tested or not shown.
SMILES,Mdm2 ligase inh,Runt-SMMHC FRET,Runt-CBFb FRET,Hck Nef HTS,NPY Y1 blocker,NPY2 pot ag,p97 inhibitor,NPY-Y1 PAM-ag,RBBP9 inhibitor
C#CC[N+]1(CC#Cc2ccccc2)CCOCC1,·,-1,0,-15,3,6,-2,21,-5
O=C(CCCn1c(=O)[nH]c2cc(Cl)ccc2c1=O)NC1CCCCCCC1,-19,-4,0,-22,-5,5,0,-13,-10
CCN(CC)CCN1C(=O)C(=O)/C(=C(/O)c2c(C)[nH]c(C(=O)OC)c2C)C1c1ccc(OC)cc1 (stereo unspecified),-8,0,-1,2,4,8,6,-6,-3
CCOc1ccccc1N=C1NC(=O)CS1,-8,6,2,8,3,1,2,8,0
COc1ccc2c(CC(=O)Nc3ncc(C)s3)coc2c1,-10,2,2,17,11,-13,-4,-12,-3
COc1cc2cc(/C=C/C(=O)c3ccco3)c(Cl)nc2cc1OC,-10,-14,2,-12,5,7,6,-11,-3
C=CCN1C(=O)C(Cc2ccc(SC(F)F)cc2)SC1=Nc1ccc(C(=O)O)cc1 (stereo unspecified),-6,-3,-2,27,0,8,4,13,-1
COc1ccc(CC(=O)N2CCN=C2SCc2ccc([N+](=O)[O-])cc2)cc1,-11,-1,1,16,-2,-5,5,14,-1
CC(C(=O)Nc1ccc(F)c(F)c1F)N1CCCCCC1 (stereo unspecified),1,-2,1,2,4,-6,-6,10,0
Cc1ccccc1OCCC(=O)Nc1cccc(S(=O)(=O)Nc2ccccc2Cl)c1,-11,-4,-3,-68,0,-4,-2,-1,-8
CC(=O)N1CCN(S(=O)(=O)c2cccc(C(=O)Nc3nccs3)c2)CC1,-10,-2,2,21,-2,11,5,10,-7
CCCCCCCCCCCC(=O)NC(Cc1ccc(OC)c([N+](=O)[O-])c1)C(=O)O (stereo unspecified),-6,-2,9,26,·,8,-2,16,5
CCCCNC(=S)NNC(=O)c1ccoc1C,0,-3,-2,0,-1,9,-1,22,-10
CCCCOP(=O)(c1ccc(N(C)C)cc1)C(O)c1cc(OC)c(OC)c(OC)c1 (stereo unspecified),-10,-2,-1,17,·,7,3,7,-5
Cc1cc(C)cc(NC(=S)N(CCN(C)C)Cc2cccs2)c1,-9,1,-1,0,-3,1,2,10,-5
NS(=O)(=O)c1ccc(CCNc2nc(CN3CCOCC3)nc3sc4c(c23)CCC4)cc1,·,-1,-3,2,4,0,6,-4,2
Cc1c(NC(=O)C(C)OC(=O)CC2Sc3ccccc3NC2=O)c(=O)n(-c2ccccc2)n1C (stereo unspecified),-12,-4,-2,2,0,3,1,14,-8
CCCN(C(=O)c1cn(CC)c2nc(C)ccc2c1=O)c1c(N)n(Cc2ccccc2)c(=O)[nH]c1=O,-16,2,0,20,-2,1,9,16,4
Cc1ccc(-n2c(=O)c3sccc3n(Cc3cc(=O)n4ccccc4n3)c2=O)cc1,12,0,0,3,2,18,5,9,-6
COc1ccc(CC(=O)NC(=S)Nc2ccc(S(=O)(=O)NC(C)(C)C)cc2)cc1,-18,3,-2,0,7,-10,-2,6,-13
COc1ccc(NC(=O)c2cccc(C#N)c2)cc1NS(=O)(=O)c1ccc(F)cc1,-1,-5,-4,-3,-3,7,1,14,1
Cc1ccsc1C1C2=C(CC(C)(C)CC2=O)Nc2ncnn21 (stereo unspecified),-20,2,4,1,-7,7,8,6,-10
COc1cc(OC)c(N(C)S(=O)(=O)c2cccc(C(=O)OCC(=O)NCc3ccco3)c2)cc1Cl,·,-1,0,8,2,1,5,-20,-8
Cc1cc2c(C)nc(N/N=C/c3ccc(F)cc3)nc2o1,·,7,3,3,-6,2,8,11,-6

# 3 compounds from above, ordered by their value in NPY-Y1 PAM-ag, descending.
canonical_smiles	Runt-SMMHC FRET	Runt-CBFb FRET	Hck Nef HTS	NPY Y1 blocker	NPY2 pot ag	p97 inhibitor	NPY-Y1 PAM-ag	RBBP9 inhibitor
CCCCNC(=S)NNC(=O)c1ccoc1C	-3	-2	0	-1	9	-1	22	-10
Cc1c(NC(=O)C(C)OC(=O)CC2Sc3ccccc3NC2=O)c(=O)n(-c2ccccc2)n1C (stereo unspecified)	-4	-2	2	0	3	1	14	-8
COc1ccc(CC(=O)NC(=S)Nc2ccc(S(=O)(=O)NC(C)(C)C)cc2)cc1	3	-2	0	7	-10	-2	6	-13

# The list continues.
SMILES,Mdm2 ligase inh,Runt-SMMHC FRET,Runt-CBFb FRET,Hck Nef HTS,NPY Y1 blocker,NPY2 pot ag,p97 inhibitor,NPY-Y1 PAM-ag,RBBP9 inhibitor
CCOc1cc(N2CCOCC2)c(OCC)cc1NC(=O)c1ccc(C)s1,-3,0,-2,17,-3,1,-2,-3,-3
Cc1cc(=O)oc(C)c1C(=O)NCCN(C)Cc1ccccc1,-13,0,-1,-4,-1,-5,-4,-15,0
CCOc1cc(S(=O)(=O)NCc2ccco2)c(OCC)cc1-n1cnnn1,0,-4,-1,1,-3,-17,0,-6,-1
Cc1cc(C)cc(OCC(=O)OCC(=O)Nc2ccc(Cl)cn2)c1,-21,0,-1,0,2,-1,-6,7,-10
CCCOc1ccc(/C=N/NC(=O)c2ccc(Cn3cc([N+](=O)[O-])cn3)o2)cc1,-5,4,-2,-20,-2,41*,2,-31,-4
CC1Cc2ccccc2N1c1ncnc2c1nnn2Cc1ccccc1 (stereo unspecified),-13,2,1,0,5,10,6,-2,3
COCCn1c(=S)[nH]c2cc(C(=O)N3CCC(C(N)=O)(N4CCCCC4)CC3)ccc2c1=O,13,1,0,-1,-1,10,-4,-23,-2
CCOc1ccc(C2CC(=O)c3c([nH]c(C(=O)OC)c3C)C2)cc1OC (stereo unspecified),-3,-2,-2,1,6,1,-8,-24,-3
O=C(O)c1cccc2[nH]c(C(F)(F)F)nc12,-14,-3,1,1,-1,9,5,9,0
CCN1C(=O)/C(=C\N(C)C)S/C1=N\S(=O)(=O)c1ccccc1,7,-19,0,25,1,8,0,6,-2
O=C(Cn1nc(Cc2cccnc2)c2ccccc2c1=O)Nc1cccnc1Cl,-14,-2,2,16,-6,10,7,12,-13
CCOC(=O)CSc1nc2c(c(=O)n1-c1ccc(OCC)cc1)SCC2,8,3,-1,-11,-3,7,4,-14,4
CC(C)(C)CN1CCNC(=O)C1CC(=O)NCCc1cnn(-c2ccccc2)c1 (stereo unspecified),-5,-9,-2,35,3,-12,-2,-11,-4
CCN1CCN(c2nc(Nc3cccc(F)c3)nc(N)c2[N+](=O)[O-])CC1,-14,5,0,16,·,-6,4,-8,-5
Cc1cc(NC(=O)CSc2c(C)[nH]c3ccccc23)no1,-7,-2,1,-9,-2,2,-8,7,-8
COC(=O)c1ccccc1OC(=O)c1ccc(Br)o1,-9,1,1,0,3,1,0,-4,-11
CC(=O)Nc1ccc(C2(c3ccc(NC(C)=O)cc3)C(=O)Nc3ccccc32)cc1,-13,0,0,-2,-1,-10,-1,-23,-4
COc1ccc(NC(=O)CO/N=C2\CCCc3nonc32)cc1,-4,0,1,2,9,-12,-2,-19,-2
CCOC(=O)c1ccc(NC(=O)CN(C)S(=O)(=O)c2ccc(Br)s2)cc1,14,0,-4,5,1,1,1,19,-7
CCCCOc1cccc(NC(=O)CSc2nccn2C)c1,-4,4,0,-1,10,7,-1,-4,-2
CCOC(=O)c1sc2nc3c(SCCC#N)cc(C(=O)c4cc(F)ccc4O)cn3c(=O)c2c1C,1,-69,-23,4,2,-11,2,-5,-2
CCc1nc(CNC(=O)c2cc(OC)c(OC)c(OC)c2)no1,-4,-2,-3,2,-1,11,5,-7,0
CN(C)c1nc(-c2ccccc2)ns1,-6,0,2,15,·,-9,5,12,-2
CC(=O)Nc1ccc(C(=O)NNS(=O)(=O)c2ccc(C)cc2)cc1,-11,-6,3,7,4,2,0,-10,6
CC(OC(=O)c1cccs1)C(=O)NCC1CCCO1 (stereo unspecified),-17,-8,-2,-7,-1,9,0,-11,-11
CCCCC(=O)Nc1cc(OCC)c(NC(=O)c2ccccc2[N+](=O)[O-])cc1OCC,0,-8,-4,2,6,13,1,-4,-8
CCc1cc2ccc(C)cc2nc1SCC(=O)c1ccc(NC(C)=O)cc1,14,7,-2,3,2,-10,-1,-11,-6
CCCc1cc(=O)[nH]c(SCC(=O)Nc2nc3ccc(OCC)cc3s2)n1,·,0,-4,14,1,2,0,13,0
O=C(Cn1cnc2c(cnn2-c2ccc(F)cc2)c1=O)NCC1CCCO1 (stereo unspecified),-20,1,0,0,3,-5,-1,-3,1
O=C(CCCc1ccccc1)N1CCc2ccccc21,-44,2,-1,1,15,-5,0,-15,-4
COC(=O)c1c(NC(=O)c2cnccn2)sc2c1CCC2,7,-3,-1,2,1,7,2,3,6
C=CCOc1cccc(CNc2cccc(C(=O)O)c2)c1,-18,-2,2,-5,·,-30,-1,-31,0
CCn1nnc(NC(=O)C(C)Oc2ccc(Cl)cc2Cl)n1 (stereo unspecified),2,0,-1,0,-1,-8,-2,-5,-7
COCCN(C)C(=O)CCc1nnc(Cc2ccc(-c3ccccc3)cc2)o1,-4,3,-4,22,1,-6,-2,2,1
Cc1cc(C)c2c3c(sc2n1)C(=O)N(c1ccccc1)CC(=O)N3,-16,-13,-1,1,·,8,1,9,-10
CN1C(=S)NC(C)(C)CC1(C)c1ccc(O)cc1O (stereo unspecified),·,2,-1,4,-4,2,5,-10,-4
Cc1cc(C)c(S(=O)(=O)c2ccccc2)c(N2CCOCC2)n1,3,-1,-1,20,5,9,4,-2,3
Clc1ccc(-c2nnc(CCc3ccccc3)o2)c(Cl)c1,-13,-2,-6,-2,10,-28,-4,-9,-3
